# High-throughput results deposited in PubChem by several laboratories.
# NS3 helicase inh: blocks Hepatitis C virus NS3 helicase unwinding | NS3 helicase DNA unwinding, Cy5 molecular beacon fluorescence | inhibition, % at 10.9 µM | 0.56% of 290,000 active;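 active means inhibition above the mean of all tested compounds plus 3 SD, set per campaign, cut at about 35% in these data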;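 further: 0% = DMSO wells and 100% = thioflavine S control wells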
#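 Assay system – hepatitis C virus NS3 helicase domain fragment enzyme · Buffer or medium – MOPS pH 6.5, MgCl2, DTT, Tween20, BSA · Reagent – Cy5/quencher beacon DNA duplex and ATP to start · Compound – single 10.9 µM dose · Timing – 1 h at 25 °C · Technique – Cy5 beacon fluorescence read at start and 1 h · Measure – % inhibition of unwinding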
# MEKK2 mut-MEK5: signal of MEK5 binding to mutant human MEKK2 PB1 domain | bead flow cytometry, Alexa488-MEK5 binding to MEKK2 mutant | percent response, % at 10 µM | 0.35% of 290,000 active | AID 1530; in the data active means percent response above about 24%, passing the limit was not always enough; further: inactives centre near 1; some results filed as inactive read as strong as hits
# FID counter: counter-screen for HCV NS3 helicase inhibitors: DNA intercalator displacement; inhibition, % at 7.9 µM; 0.17% of 290,000 active; DNA fluorescent intercalator displacement, fluorescence; in the data active means inhibition above about 37%;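 further: 0% = vehicle and 100% = reference compound; higher means more ethidium bromide displaced from hairpin DNA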
# MEKK2wt PB1 HTS: raises or lowers MEK5 binding to wildtype human MEKK2 PB1 domain | Q9Y2U5 | bead flow cytometry, Alexa488-MEK5 binding to MEKK2 WT; actives lie on both sides | binding response (% of control), % at 10 µM | 1.1% of 290,000 active | AID 1531; in the data active means binding response below about 67% or above about 130%
# VIM-2 inh: inhibitors of Pseudomonas aeruginosa VIM-2 metallo-beta-lactamase; purified VIM-2, nitrocefin hydrolysis, epi-absorbance fluorescence; inhibition, % at 5.6 µM; 0.89% of 290,000 active; AID 1527;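 active means inhibition above the mean of all tested compounds plus 3 SD, cutoff set per screening run, cut at about 7.5% in these data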;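 further: red hydrolysis product quenches plate fluorescence so inhibitors raise well fluorescence; 0% = enzyme with DMSO and 100% = DMSO without enzyme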
# IMP-1 inh: blocks Pseudomonas aeruginosa IMP-1 metallo-beta-lactamase; 0.45% of 290,000 active; inhibition, % at 5.6 µM; purified IMP-1, nitrocefin hydrolysis, epi-absorbance fluorescence;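 active means inhibition above the mean plus 3 SD of all compounds in the same screening run, cut at about 4.5% in these data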;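 further: 0% = IMP-1 with DMSO and 100% = DMSO wells lacking enzyme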
#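 System – purified recombinant IMP-1 beta-lactamase · Input – IMP-1 dispensed at 0.2 nM · Timing – 15 min preincubation plus 25 min reaction at 25 °C · Signal – Epi-absorbance fluorescence, 480 nm excitation, 530 nm emission · Measure – percent IMP-1 inhibition derived from blank-referenced optical density · Controls – Enzyme-plus-DMSO low control, enzyme-free DMSO high control · Replication – singlicate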
# M18AAP inhibitor: blocks P. falciparum M18 aspartyl aminopeptidase. inhibition, % at 7.35 µM. AID 1822. 1.2% of 290,000 active. recombinant PfM18AAP, H-Glu-NHMec fluorogenic cleavage;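 active means inhibition above the campaign mean inhibition over all tested compounds plus 3 SD, cut at about 28% in these data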;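 further: 0% = plate median of test compound wells and 100% = 2 mM ZnCl2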
# NALP1 yeast inh: NALP1 inhibition; inhibition, % at 10 µM; 0.61% of 280,000 active; S. cerevisiae NALP1/ASC/caspase-1 growth, X-gal OD620, 72 h; in the data active means inhibition mostly above about 24%, no sharp cut-off; inactive means mostly below about 32%; further: some compounds called inactive have numbers as strong as hits
# SUMO HTRF inh: SUMOylation inhibition. P63279. HTRF SUMOylation assay, SAE1/SAE2 + UBC9, in vitro. inhibition, % at 35 µM. 0.36% of 290,000 active; in the data active means inhibition above about 50%, passing the limit was not always enough; further: strong numbers were not always called active
# Target sequence (P63279 whole entry, looked up): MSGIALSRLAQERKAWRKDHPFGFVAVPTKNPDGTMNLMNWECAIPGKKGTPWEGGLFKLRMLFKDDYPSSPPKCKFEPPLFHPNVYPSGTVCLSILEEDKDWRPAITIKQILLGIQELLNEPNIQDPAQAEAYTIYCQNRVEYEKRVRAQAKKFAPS
# Starred values were filed as active, the others as inactive; . = no result given.
No.	compound	NS3 helicase inh	MEKK2 mut-MEK5	FID counter	MEKK2wt PB1 HTS	VIM-2 inh	IMP-1 inh	M18AAP inhibitor	NALP1 yeast inh	SUMO HTRF inh
1	Cc1cccc(C)c1NC(=O)CSc1nnc(-c2ccncc2)n1Cc1ccco1	5	-2	-12	98	-0.4	-1.4	-31	14	7
2	COc1cn(-c2ccccc2)nc1C(=O)Nc1ccc(C)cc1	-2	-8	-25	98	-0.5	-0.4	-1	17	9
3	O=C(O)c1ccc(Nc2nc(-c3ccc([N+](=O)[O-])cc3)nc3ccccc23)cc1	11	-3	-8	100	1.0	1.5	-4	23	2
4	COC(=O)c1c(NC(=O)C2CCCCC2C(=O)O)sc2c1CCCCC2 (stereo not drawn)	36	1	-23	108	-1.2	-3.5	9	-6	30
5	Cc1[nH]c2ccccc2c1/C=N/NC(=O)CNC(=O)c1ccccc1	-8	-18	-4	85	-0.7	-1.4	-7	0	27
6	Cc1ccc(NC(=O)C2CCN(S(=O)(=O)c3cccnc3)CC2)cc1C	5	0	-19	95	-0.8	-4.4	-2	2	6
7	CC1CCCCC1NC(=O)CN1CCC(NC(=O)c2cccc(F)c2)CC1 (stereo not drawn)	5	9	-4	100	-3.1	-5.1	-8	0	-1
8	COc1cc(C(=O)Nc2cccc(-c3nc4cc(C)ccc4o3)c2C)cc(OC)c1OC	-1	0	-8	101	-1.1	0.2	-10	1	-13
9	O=Nc1[nH]c(=O)c(/C=C(\O)c2ccccc2)nc1NO	9	17	-8	114	-5.8	-4.6	9	-1	-27
10	CCOc1ccc(C(=O)Nc2ccc3c(c2)OCCO3)cc1	2	13	-14	108	-1.9	-1.8	2	2	14
11	COc1ccc(NC(=O)/C=C/c2ccc(F)cc2)cn1	4	-1	-8	103	-0.1	-5.9	1	24	0
12	O=c1ccc(-c2n[nH]c(=S)n2-c2ccc(F)c(Cl)c2)n[nH]1	2	-1	-5	98	-2.7	-4.0	16	-11	15
13	CC1(C)C2CCC1(CS(=O)(=O)NCc1ccc(S(N)(=O)=O)cc1)C(=O)C2 (stereo not drawn)	7	1	-1	98	-4.1	-2.0	3	14	-5
14	Cc1cc(C)c(S(=O)(=O)NCCCN2CCOCC2)cc1Br	5	-3	3	94	-2.1	-5.0	6	7	-12
15	Cc1cccc(C(=O)c2ccccc2C(=O)O)c1	-10	2	-2	102	-0.3	-2.8	2	5	6
16	CCCCn1c(N)c(N(CCC(C)C)C(=O)c2ccccc2C)c(=O)[nH]c1=O	4	3	-22	106	-1.5	0.4	0	35	11
17	CCCCN(CCCNC(=O)c1ccc(CS(=O)(=O)c2c(Cl)cccc2Cl)o1)Cc1ccccc1	-18	2	16	110	0.5	-0.9	-6	17	5
18	O=C(CSc1nnc(NC(=O)Cc2ccccc2)s1)NCc1ccco1	3	5	-7	104	-1.4	-4.5	0	15	20
19	CCCc1cc(=O)oc2cc(OC(C)C(=O)NCCCn3ccnc3)ccc12 (stereo not drawn)	0	0	11	99	3.9	-0.5	2	17	10
20	CCn1c(NC)cc(=O)n(C)c1=O	-10	-1	-1	108	-2.3	-2.6	4	-58	15
21	O=C(N/N=C/c1ccc(F)cc1)c1cccc(NC(=O)c2ccccc2Cl)c1	2	2	-23	98	-2.6	-2.4	11	4	0
22	CCc1ccc(CCC(=O)Nc2sc3c(c2C#N)CCCC3)o1	3	2	-10	102	-1.6	0.1	-26	.	8
23	Cc1cc(C(=O)N2CC(C)CC(C)C2)n(-c2ccccc2)n1 (stereo not drawn)	-4	12	-6	112	-1.2	-2.7	-2	23	3
24	Cc1cc(NS(=O)(=O)c2ccc3c(c2)OCCO3)no1	-6	4	2	106	-2.1	-0.9	-7	3	15
25	COc1ccc(NC(=O)C(=O)NCCCn2ccnc2)cc1	-4	-8	16	94	-2.1	-2.4	4	6	3

# Ordered by SMILES length (smallest number first): part of the list above
No.	compound	NS3 helicase inh	MEKK2 mut-MEK5	FID counter	MEKK2wt PB1 HTS	VIM-2 inh	IMP-1 inh	M18AAP inhibitor	NALP1 yeast inh	SUMO HTRF inh
20	CCn1c(NC)cc(=O)n(C)c1=O	-10	-1	-1	108	-2.3	-2.6	4	-58	15
2	COc1cn(-c2ccccc2)nc1C(=O)Nc1ccc(C)cc1	-2	-8	-25	98	-0.5	-0.4	-1	17	9
19	CCCc1cc(=O)oc2cc(OC(C)C(=O)NCCCn3ccnc3)ccc12 (stereo not drawn)	0	0	11	99	3.9	-0.5	2	17	10
1	Cc1cccc(C)c1NC(=O)CSc1nnc(-c2ccncc2)n1Cc1ccco1	5	-2	-12	98	-0.4	-1.4	-31	14	7
8	COc1cc(C(=O)Nc2cccc(-c3nc4cc(C)ccc4o3)c2C)cc(OC)c1OC	-1	0	-8	101	-1.1	0.2	-10	1	-13
17	CCCCN(CCCNC(=O)c1ccc(CS(=O)(=O)c2c(Cl)cccc2Cl)o1)Cc1ccccc1	-18	2	16	110	0.5	-0.9	-6	17	5

# The main list resumes; the 3 compounds before the break are reprinted first.
No.	compound	NS3 helicase inh	MEKK2 mut-MEK5	FID counter	MEKK2wt PB1 HTS	VIM-2 inh	IMP-1 inh	M18AAP inhibitor	NALP1 yeast inh	SUMO HTRF inh
23	Cc1cc(C(=O)N2CC(C)CC(C)C2)n(-c2ccccc2)n1 (stereo not drawn)	-4	12	-6	112	-1.2	-2.7	-2	23	3
24	Cc1cc(NS(=O)(=O)c2ccc3c(c2)OCCO3)no1	-6	4	2	106	-2.1	-0.9	-7	3	15
25	COc1ccc(NC(=O)C(=O)NCCCn2ccnc2)cc1	-4	-8	16	94	-2.1	-2.4	4	6	3
26	NC(=O)c1c(NC(=O)c2ccccc2)sc2c1CCCC2	-2	14	-1	105	0.5	-0.3	1	9	37
27	Cc1cc(C(F)(F)F)c2c(N)c(C(=O)NC3CC3)sc2n1	4	2	-10	105	5.4	-1.7	-1	1	0
28	CSCCC(NC(=O)c1ccc([N+](=O)[O-])cc1Cl)C(=O)OC1CCCCC1=O (stereo not drawn)	7	8	-5	110	-3.6	-2.2	5	8	14
29	COc1cccc(C(=O)NC2CCN(CC(=O)Nc3ccccc3Cl)CC2)c1	-9	20	-31	120	-3.8	-3.5	1	11	-7
30	CCCCC(=O)Nc1ccc(C(=O)NNC(=O)CCCOc2ccc(Cl)cc2Cl)cc1	7	15	-3	108	-4.5	-3.3	-8	23	10
31	Cc1cccc(-n2ncc3c(N(C)C4CCCCC4)ncnc32)c1	.	-5	.	97	.	.	.	12	-5
32	CCOC(=O)/C(N)=C/c1ncc(C(F)(F)F)cc1Cl	-4	8	-1	106	-1.6	-2.1	1	29	4
33	Cc1ccc(S(C)(=O)=N/C=C2\C(=O)c3sccc3N(C)S2(=O)=O)cc1 (stereo not drawn)	-5	4	5	105	0.6	-1.8	0	5	21
34	C/C=C/C=C/C(=O)N1CC2(CC(c3cccc(NC(=O)/C=C/C)c3)=NO2)C[C@@H]1C(N)=O (stereo partly drawn)	.	3	.	100	.	.	.	-14	15
35	O=C(Cc1ccccc1F)NCC(c1ccco1)N1CCCCC1 (stereo not drawn)	2	-1	-1	107	-2.1	-4.4	2	8	12
36	Nc1nonc1-c1nc2ccccc2n1CC(=O)O	-3	4	3	100	-3.3	-3.3	-2	12	1
37	COc1ccc(C2NC(=O)N(C)C3=C2C(=O)CC(C)(C)C3)cc1OC (stereo not drawn)	9	-2	-4	101	-1.3	-4.7	-3	27	14
38	O=C(NC(=S)Nc1ccccn1)c1ccccc1	10	0	-9	99	1.1	-3.6	12	-3	2
39	Cn1cccc1/C=C1\SC(=S)N(NC(=O)c2cccc(Cl)c2)C1=O	-4	-3	28	83	-6.8	-6.6	16	28	-20
40	CCOCCCNS(=O)(=O)c1ccc2c(c1)CCN2C(C)=O	2	1	1	100	-2.6	-3.8	0	-8	21
41	CCN1C(=NCC2CC2)N[C@@H](c2cccc(C(F)(F)F)c2)C(C(=O)OC)=C1C	-59	21	16	114	-1.4	-3.4	-5	16	6
42	CCN(c1cccc(C)c1)S(=O)(=O)c1ccc2c(c1)N(C(C)=O)CCS2	0	-1	-44	94	-1.9	-3.4	2	-15	-16
43	CSc1nc(-c2ccccc2)nn1S(=O)(=O)c1ccc(Cl)cc1	3	-5	-3	94	1.1	1.6	-3	4	14
44	Cc1nc2ccccc2c(=O)n1/N=C/c1ccc([N+](=O)[O-])o1	3	5	-1	102	-2.2	-3.2	1	6	33
45	Cc1c(Cl)cccc1NS(=O)(=O)c1cccc2nsnc12	10	1	-5	105	3.1	0.7	-2	15	-12
46	O=C(c1ccc(SCc2cccc(Br)c2)c([N+](=O)[O-])c1)N1CCN(c2ccccn2)CC1	6	-1	9	98	-0.4	-2.3	3	-3	11
47	O=C(O)c1ccc(N/N=C/c2ccc(OC(=O)c3ccccc3Cl)cc2)cc1	14	-3	-13	93	-2.2	-2.5	3	37	20
48	O=[N+]([O-])c1ccccc1S(=O)(=O)Nc1nc2ccccc2s1	-9	4	-6	104	-0.1	-0.2	-10	-5	5
49	COCC(C)NC(=O)C1c2ccccc2Oc2ccccc21 (stereo not drawn)	28	-14	-20	94	0.4	2.8	8	21	-9
50	Cc1nc(NN)c2c3c(sc2n1)COC(C)(C)C3	-5	5	-27	108	-5.3	-2.8	58*	1	3

# Going on with the list:
No.	compound	NS3 helicase inh	MEKK2 mut-MEK5	FID counter	MEKK2wt PB1 HTS	VIM-2 inh	IMP-1 inh	M18AAP inhibitor	NALP1 yeast inh	SUMO HTRF inh
51	O=C(CSCc1ccco1)c1cccs1	9	0	-1	102	1.6	-0.3	10	-24	10
52	CN1CCN(CCCC(=O)c2ccc(F)cc2)CC1	-13	1	7	106	-1.5	-4.0	-2	8	-6
53	CCOC(=O)C(Cc1ccccc1)NC(C)=O (stereo not drawn)	8	0	2	94	-0.3	-2.3	-6	7	-9
54	COc1cccc(Nc2ncc(C(=O)O)c3ccccc23)c1	14	11	0	96	-2.5	-5.3	0	3	-12
55	O=C(Nc1ccc2[nH]ncc2c1)c1cccc(F)c1	-4	3	-1	102	-0.5	-2.6	6	-3	2
56	COc1ccc(C2/C(=C(/O)c3ccccc3)C(=O)C(=O)N2CCCN2CCOCC2)cc1 (stereo not drawn)	-5	4	-16	109	-1.0	-2.1	3	17	13
57	Cc1ccc(S(=O)(=O)NCCSC(C)(C)C)cc1	-1	2	-13	101	-2.8	-0.7	0	4	7
58	CCO/C=C/C(O)(CNC(=O)COc1ccccc1F)C(F)(F)F (stereo not drawn)	1	5	-6	102	-2.9	-4.3	3	-6	-22
59	CCOC(=O)CCNC(=O)N1CCCC(C(=O)c2cccc(Cl)c2)C1 (stereo not drawn)	-8	3	-18	106	1.3	-1.2	3	9	9
